RXFP1 antagonist: RXFP1 (human) relaxin receptor antagonism. Q9HBX9. HEK293-RXFP1, relaxin-stimulated cAMP HTRF, 30 min; hits give low values. activity change, negative = inhibition, % at 57.5 µM. 350,000 compounds, 0.59% hits;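 active = activity change of -60% or lower, but not beyond a set lower limit; inconclusive = change between -60% and -40%, or beyond the set limit; inactive = change above -40%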; note: % is set by controls: 0 for no effect and ±100 for the full control effect
RXFP1 ag: agonists of human relaxin receptor RXFP1 | Q9HBX9 | HEK293T-RXFP1 cAMP TR-FRET, 30 min; response scale: percent of porcine relaxin response, buffer zero | Potency, µM (series often up to 57.5 µM), inactives show top-dose activation, hits mostly activators | 370,000 compounds, 0.3% hits; note: potency is the fitted concentration of half-maximal effect; % is set by controls: 0 for no effect and ±100 for the full control effect; nearly all actives have a fitted effect of over 60% in size; many of its hits are not listed in these tables
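HEK293 cells stably expressing RXFP1, treated 30 min at 37C with compounds plus PDE4 inhibitor Ro 20174; cAMP measured by HTRF TR-FRET. Normalized to buffer and 29 nM porcine relaxin; EC50 by Hill fit.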
D2 PAM: positive allosteric modulators of human D2 dopamine receptor; AID 485347; 340,000 compounds, 0.34% hits; potentiation, % at 10 µM; HEK293 T-REx D2, calcium flux, EC20 dopamine potentiation;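 active = potentiation over 3 SD above the plate norm, cut at about 30% in these data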; note: 0% is about no effect
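Potentiation of an EC20 dopamine calcium response is measured in a force-coupled, tetracycline-inducible Hek293 Trex D2 line. Compound-only kinetic reads over 180 s flag agonists before dopamine addition.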
D1 antagonist: human D1 dopamine receptor antagonism; P21728; HEK293 TREx D1 cells, calcium flux, dopamine EC80; hits give low values; activity change, negative = inhibition, % at 10 µM; 360,000 compounds, 3.2% hits; AID 504652; in the data active = activity change below about -30%; note: % is set by controls: 0 for no effect and ±100 for the full control effect
Target sequence (P21728 whole entry, looked up): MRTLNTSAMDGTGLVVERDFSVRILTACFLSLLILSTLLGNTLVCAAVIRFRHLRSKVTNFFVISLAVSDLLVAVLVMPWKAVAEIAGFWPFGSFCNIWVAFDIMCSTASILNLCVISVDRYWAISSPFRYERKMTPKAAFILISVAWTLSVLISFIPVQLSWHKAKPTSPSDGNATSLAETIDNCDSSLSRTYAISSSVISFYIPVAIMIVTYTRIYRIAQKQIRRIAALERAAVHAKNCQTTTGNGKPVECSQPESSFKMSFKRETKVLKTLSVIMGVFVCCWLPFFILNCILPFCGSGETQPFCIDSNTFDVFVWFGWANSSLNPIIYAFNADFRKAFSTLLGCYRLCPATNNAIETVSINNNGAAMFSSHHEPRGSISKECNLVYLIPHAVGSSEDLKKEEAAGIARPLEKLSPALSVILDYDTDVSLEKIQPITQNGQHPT
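HEK293 T-REx cells expressing inducible, force-coupled D1 receptor; no-wash Ca dye, 30–90 min RT. Cmpd → 180 s read at 1 Hz → EC80 DA → 180 s read.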
Anesthetic bind: binds horse apoferritin like a general anesthetic. AID 485281. Potency, µM (series often up to 77.5 µM), for inactives: at the top dose activity change, negative = displacement, usual class: inhibitors. apoferritin/1-aminoanthracene competitive binding, fluorescence. 350,000 compounds, 0.074% hits; note: potency is the fitted concentration of half-maximal effect; % is set by controls: 0 for no effect and ±100 for the full control effect; nearly all actives have a fitted effect of over 20% in size
Target sequence (P02791 2-175 limits assumed): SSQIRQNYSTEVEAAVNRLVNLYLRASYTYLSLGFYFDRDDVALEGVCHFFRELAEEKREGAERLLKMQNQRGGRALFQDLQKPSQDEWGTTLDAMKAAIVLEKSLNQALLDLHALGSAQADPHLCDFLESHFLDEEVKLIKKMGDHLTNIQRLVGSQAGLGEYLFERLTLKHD
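Probe: 1-aminoanthracene (50% saturated, PBS). Protein: horse-spleen apoferritin, 10 uM. Incubation: 10 min, room temperature. Detection: 380 nm excitation, 535 nm emission. Analysis: normalized response, four-parameter Hill.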
TRHR agonist: TRH receptor (human) agonism; P34981; TRHR cells, calcium flux fluo-8, FDSS agonist mode; activation, % at 2 µM; 360,000 compounds, 0.18% hits; in the data active = activation above about 30%; note: 0% is about no effect
Target sequence (P34981 whole entry, looked up): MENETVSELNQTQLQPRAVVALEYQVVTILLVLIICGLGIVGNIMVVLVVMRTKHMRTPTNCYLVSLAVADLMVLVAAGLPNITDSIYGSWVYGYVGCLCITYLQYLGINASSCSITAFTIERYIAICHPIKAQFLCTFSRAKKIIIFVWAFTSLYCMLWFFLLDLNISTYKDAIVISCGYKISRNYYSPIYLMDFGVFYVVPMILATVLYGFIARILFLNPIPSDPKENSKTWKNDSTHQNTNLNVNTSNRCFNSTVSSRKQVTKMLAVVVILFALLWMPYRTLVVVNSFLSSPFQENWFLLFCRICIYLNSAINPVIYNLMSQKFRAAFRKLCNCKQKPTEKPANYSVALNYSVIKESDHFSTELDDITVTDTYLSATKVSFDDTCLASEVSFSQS
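Read-out: compound-evoked intracellular calcium rise in TRHR cells, fluo-8 dye, kinetic FDSS fluorescence at 1 s/cycle following a 10-cycle baseline. Cells cultured overnight before dye loading (30 min–1.5 h, RT).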
D1 agonist: activates the human D1 dopamine receptor; P21728; activation, % at 2 µM; HEK293 T-REx D1 cells, calcium flux, agonist mode; 360,000 compounds, 1% hits; in the data active = activation above about 30%; note: 0% is about no effect
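Inducible HEK293 T-REx D1 cells, force-coupled to calcium signalling, were plated at 4000 cells/well with tetracycline and held overnight at 30 C. After no-wash calcium dye loading, compound-evoked calcium rise over 180 s flagged agonists.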
TRHR PAM: allosterically enhances the human TRH receptor; 360,000 compounds, 0.66% hits; enhancement, % at 2 µM; TRHR cells, fluo-8 calcium fluorescence, EC20 TRH enhancement; AID 493056; in the data active = enhancement above about 30%; note: 0% is about no effect
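Enhancer read-out: after compound pinning and an initial kinetic agonist-mode read, an EC20 of TRH (10 nM final) was injected and fluo-8 calcium signal (Ex 480/Em 530) followed at 1 s/cycle for 100 cycles in TRHR-expressing cells.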
D1 potentiator: enhances dopamine response at the human D1 receptor; 360,000 compounds, 0.036% hits; potentiation, % at 10 µM; HEK293 TREx D1 cells, calcium flux, dopamine EC20 potentiation; in the data active = potentiation above about 30%; note: 0% is about no effect
The depositor's hits bear a star; u = inconclusive; x = not tested or not shown; [ ] = dose if it differs, or a comment. Unless noted, calls come from the whole dose curve; as a rule, active = well fitted curve in the direction sought with a large enough effect; inconclusive = small, poorly fitted or top-dose-only effect, or another doubt; inactive = no such curve, though single readings can be large; an effect the other way counts as inactive or inconclusive. A portion of the library; count on the stated rates, not on these rows.

Keys: A = RXFP1 antagonist; B = RXFP1 ag; C = D2 PAM; D = D1 antagonist; E = Anesthetic bind; F = TRHR agonist; G = D1 agonist; H = TRHR PAM; I = D1 potentiator
compound: CC1(C)CNC(=O)c2sc(NC(=O)c3ccccc3)nc2C1
  A: -3; B: 1.1%; C: -4; D: 2; E: -3%; F: -0.1; G: 5; H: -3; I: -1

compound: Cc1ccc(S(=O)(=O)N2CCC3(CC2)CC(=O)c2ccccc2O3)cc1
  A: -14; B: 0.6%; C: -5; D: -20; E: x; F: -0.3; G: 0; H: -2; I: -7

compound: COc1cc(OC)cc(C(=O)NNc2nc3cc4c(cc3s2)OCO4)c1
  A: 7; B: 0.2%; C: -1; D: 11; E: -1%; F: 0.2; G: 3; H: 6; I: -1

compound: COc1ccccc1N1CCc2c(C)nc3c(OC)cccc3c21
  A: -10; B: 7.3%; C: 3; D: -13; E: 100%[activator]; F: -0.1; G: 5; H: 3; I: 2

compound: O=C(CCn1c(=O)c2sccc2n(CC(=O)OCc2ccccc2)c1=O)NCc1ccccc1
  A: -6; B: 1.4%; C: 4; D: x; E: -6%; F: -0.6; G: -1; H: 5; I: -3

compound: CCOC(=O)c1cc[n+](CC(=O)c2ccc(F)cc2)cc1
  A: 4; B: -0.4%; C: 3; D: -9; E: 2%; F: -0.3; G: 6; H: 0; I: -8

compound: CCCCn1c(SCC(=O)N2CCOCC2)nc2c1c(=O)n(C)c(=O)n2C
  A: 9; B: 16µM*; C: x; D: 7; E: -7%; F: 0.3; G: 1; H: 3; I: -12

compound: Cc1nn(-c2cccc(C(F)(F)F)c2)c(=O)c2ccccc12
  A: -1; B: -1.9%; C: 13; D: 6; E: u; F: -0.2; G: 0; H: -2; I: -6

compound: CC1=Nn2c(nnc2-c2ccccn2)SC1
  A: 3; B: 0.3%; C: -14; D: -14; E: 5%; F: 0.5; G: 6; H: 0; I: 8

compound: CCOc1ccc(C2c3[nH]c4ccccc4c3CCN2C(=O)Cc2cccc(OCC)c2OCC)cc1 (stereo not given)
  A: -25; B: -0.2%; C: 14; D: 3; E: 89%[activator]; F: 0.7; G: 1; H: 5; I: -5

compound: CCCc1ccc(OCc2ccc(C(=O)N3CCCC3)o2)cc1
  A: u; B: 2.5%; C: 10; D: -14; E: -24%; F: 0.5; G: 19; H: 4; I: 0

compound: Cc1nn(CC(=O)NCc2ccccc2)c(=O)c2cccn12
  A: -1; B: 6.3%; C: -3; D: -11; E: -6%; F: 1.0; G: 5; H: -2; I: -2

compound: CCCc1cc(=O)n2[nH]c(C(F)(F)F)nc2n1
  A: -7; B: -3.8%; C: 16; D: -9; E: -1%; F: 1.0; G: 2; H: 2; I: -4

compound: Cc1cc(=O)oc2c(CN3CCCCC3)c(O)c(Cl)cc12
  A: 3; B: 19%; C: -23; D: -15; E: 381%[activator]; F: -1.4; G: -3; H: 19; I: -3

compound: O=C(Nc1ccc2c(c1)OCCO2)C1CCN(C(=O)c2ccccc2)CC1
  A: -16; B: -0.9%; C: -3; D: -10; E: -3%; F: 0.2; G: 0; H: 1; I: -10

compound: C=CCc1cccc(/C=N/NC(=O)c2ccc3nc[nH]c3c2)c1O
  A: 16; B: 1.4%; C: 4; D: 2; E: -11%; F: 1.0; G: 4; H: 4; I: 2

compound: O=C(C1CCCO1)N1CCN(C(=S)Nc2ccccc2F)CC1 (stereo not given)
  A: 4; B: 0.8%; C: 6; D: -7; E: -4%; F: -0.4; G: 2; H: -9; I: -3

compound: CCc1ccc(-c2nn(Cc3ccccc3)cc2/C=C/C(=O)O)cc1
  A: -1; B: 1.5%; C: -1; D: -7; E: -7%; F: -0.2; G: 0; H: -5; I: -5

compound: COc1ccc(Nc2nc(Nc3ccc(OC)cc3)nc(-n3[nH]c(=O)c(C)c3C)n2)cc1
  A: 4; B: 4.0%; C: 11; D: -3; E: u; F: -1.5; G: 2; H: 5; I: -2

compound: CCC(=O)Oc1cccc(C(=O)Nc2cccc(NC(=O)c3ccco3)c2)c1
  A: -20; B: -0.9%; C: 9; D: -7; E: -19%; F: -1.2; G: 6; H: 2; I: -4

Three compounds out of the list above, arranged by their value in D1 agonist, rising.
structure	D1 agonist
Cc1cc(=O)oc2c(CN3CCCCC3)c(O)c(Cl)cc12	-3
CCc1ccc(-c2nn(Cc3ccccc3)cc2/C=C/C(=O)O)cc1	0
CCCc1ccc(OCc2ccc(C(=O)N3CCCC3)o2)cc1	19

Further structures.
Keys: A = RXFP1 antagonist; B = RXFP1 ag; C = D2 PAM; D = D1 antagonist; E = Anesthetic bind; F = TRHR agonist; G = D1 agonist; H = TRHR PAM; I = D1 potentiator
compound: COc1cc(Cl)ccc1NC(=O)COc1ccccc1C(=O)NN
  A: 0; B: -0.4%; C: 1; D: -2; E: -10%; F: -0.3; G: 4; H: 3; I: 2

compound: O=C(CN1C(=O)S/C(=C/c2ccccn2)C1=O)N1CCOCC1
  A: 5; B: 0.5%; C: 3; D: -1; E: -14%; F: 1.6; G: 3; H: 3; I: 3

compound: O=C(O)CCCNC1=NCCC1
  A: 3; B: -0.3%; C: 10; D: -4; E: -2%; F: -0.1; G: 3; H: -6; I: 0

compound: CS(=O)(=O)c1ccc(Cl)c(NC(=O)C2CCCN(C(=O)c3ccc(Cl)cc3)C2)c1 (stereo not given)
  A: -5; B: -2.5%; C: -6; D: -14; E: x; F: -0.1; G: 2; H: 5; I: -4

compound: CC1(C)CC(=O)C2=C(C1)N1C(=C(C#N)C2c2ccc(Cl)cc2)N=C(N)c2ccccc21 (stereo not given)
  A: u; B: 1.4%; C: -3; D: 37; E: 0%; F: -1.2; G: 1; H: -1; I: -2

compound: Cc1ccc(C)c(Nc2nn3c(=O)c4ccc(C(=O)NCc5cccs5)cc4nc3s2)c1
  A: 5; B: 22%; C: 5; D: 13; E: -9%; F: 0.2; G: 2; H: 8; I: 0

compound: CCCOc1ccc(C(C(=O)OCCN(CC)CC)c2ccccc2)cc1 (stereo not given)
  A: -15; B: -4.2%; C: -3; D: 8; E: -17%; F: 0.1; G: 11; H: 6; I: 0

compound: Cc1c(NC(=O)CN2C(=O)NC(C)(c3ccc4c(c3)OCCO4)C2=O)c(=O)n(-c2ccccc2)n1C (stereo not given)
  A: -4; B: -2.2%; C: 0; D: 2; E: -10%; F: 0.5; G: 1; H: -9; I: -2

compound: Cc1ccc(NC(=O)c2cnn(-c3ccccc3)c2C)c(C)c1
  A: -4; B: 2.2%; C: 11; D: -58*; E: 9%; F: -0.6; G: 7; H: 10; I: -7

compound: CCOC(=O)c1ccc(N=c2sc(C(=O)OC)cc(=O)n2C2CC2)cc1
  A: 7; B: 1.2%; C: -2; D: 4; E: 0%; F: 0.1; G: 2; H: -3; I: -7

compound: COc1ccc(S(=O)(=O)Nc2ccccn2)cc1
  A: -4; B: 0.0%; C: -5; D: 19; E: -10%; F: -0.1; G: 7; H: -4; I: 0

compound: Cc1cccc(/C=N/NC(=O)c2ccc(NC(=O)c3ccccc3Cl)cc2)n1
  A: 1; B: 2.2%; C: x; D: -8; E: 6%; F: 0.3; G: 0; H: -5; I: -4

compound: Cc1ccc2cccc(NC(=S)NC(=O)c3ccn(C)n3)c2n1
  A: 3; B: 0.2%; C: 1; D: 1; E: -16%; F: 0.5; G: 1; H: -6; I: -15

compound: C=CCn1c(SCC(=O)c2ccc(O)c(O)c2)nnc1-c1ccc(OC)cc1
  A: x; B: 0.1%; C: 13; D: x; E: x; F: -0.6; G: -2; H: 9; I: -1

compound: O=C(NC1CC1)C1C2C3C4CC5C3C5C4C12 (stereo not given)
  A: 3; B: -0.7%; C: -4; D: -6; E: -10%; F: 0.3; G: 0; H: 4; I: -1

compound: CC(C(=O)Nc1sccc1C(N)=O)N1C(=O)C2CC=CCC2C1=O (stereo not given)
  A: -8; B: 2.7%; C: -3; D: -1; E: -17%; F: -1.3; G: 3; H: -3; I: -5

compound: CCOC(=O)C1CCN(C(=O)COc2ccc(Br)cc2Br)CC1
  A: -9; B: 4.2%; C: -8; D: -8; E: -16%; F: 0.5; G: 6; H: -9; I: -5

compound: CN(C)CC(NC(=O)c1cccc(S(=O)(=O)Nc2ccc3c(c2)OCO3)c1)c1ccccc1 (stereo not given)
  A: 3; B: 0.2%; C: -11; D: -13; E: x; F: 1.0; G: 3; H: -9; I: -2

compound: C=CCNC(=O)Nc1ccc(F)cc1F
  A: 13; B: -0.8%; C: 0; D: -1; E: -3%; F: -1.2; G: 3; H: 2; I: 1

compound: NC(=O)c1cc(-c2csc(-c3cccnc3)n2)ccc1O
  A: -18; B: 2.9%; C: -1; D: -12; E: -12%; F: 0.1; G: 0; H: 12; I: -7

Part of the list above, showing only TRHR PAM:
mol	TRHR PAM
Cc1cccc(/C=N/NC(=O)c2ccc(NC(=O)c3ccccc3Cl)cc2)n1	-5
Cc1ccc2cccc(NC(=S)NC(=O)c3ccn(C)n3)c2n1	-6
C=CCn1c(SCC(=O)c2ccc(O)c(O)c2)nnc1-c1ccc(OC)cc1	9
O=C(NC1CC1)C1C2C3C4CC5C3C5C4C12 (stereo not given)	4
CC(C(=O)Nc1sccc1C(N)=O)N1C(=O)C2CC=CCC2C1=O (stereo not given)	-3

Next results.
Keys: A = RXFP1 antagonist; B = RXFP1 ag; C = D2 PAM; D = D1 antagonist; E = Anesthetic bind; F = TRHR agonist; G = D1 agonist; H = TRHR PAM; I = D1 potentiator
compound: CCCCc1ccc(S(=O)(=O)NCCCN2CCCC2=O)cc1
  A: 4; B: -1.9%; C: 2; D: 8; E: -9%; F: -0.1; G: 3; H: 1; I: -5

compound: COCCOC(=O)c1c(C)oc2c1cc(NS(=O)(=O)c1ccc(Cl)c(C)c1)c1ccccc12
  A: -18; B: 3.1%; C: -18; D: 10; E: 27%; F: 0.2; G: 1; H: -5; I: -2

compound: Cc1nn(C(C)C(=O)NCC2CCCO2)c(=O)c2c1sc1ccccc12 (stereo not given)
  A: 7; B: 16%; C: -8; D: -5; E: -20%; F: -0.9; G: 2; H: -2; I: 0

compound: CC1CCCCC1NC(=O)c1cccc(NC2=NC3CS(=O)(=O)CC3S2)c1 (stereo not given)
  A: -6; B: 3.0%; C: 2; D: 1; E: -15%; F: 0.5; G: 7; H: -1; I: 13

compound: CCOc1ccc(N=CC2=C(O)CC(c3ccco3)CC2=O)cc1 (stereo not given)
  A: x; B: 1.1%; C: -3; D: 8; E: 6%; F: 0.0; G: 6; H: 0; I: 0

compound: O=C(CCCCn1c(=O)c2ccccc2n(CC(=O)NC2CCCC2)c1=O)NC1CCCC1
  A: -3; B: -0.6%; C: -1; D: -39*; E: -8%; F: 0.5; G: 0; H: -1; I: -1
